Screening data as filed in PubChem.
RECQ1 inh – RECQ1 (human) helicase inhibition | AID 2549 | Potency, µM (top dose mostly 57.3 µM), for inactives: at the highest dose activity, negative = inhibition, usual class: inhibitors | RECQ1 DNA unwinding, red fluorescence kinetic read | P46063 | 240,000 tested, 0.54% active;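 also: plate controls were vehicle for no effect and no enzyme for full effect; nearly all actives have a fitted effect of over 30% in size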
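RECQ1T1 50 nM; forked duplex (20 bp + 30-nt ss tails) 200 nM, ATP 2 mM final; pH 8.0, 2 mM MgCl2, 2.5 ug/ml poly(dI-dC); 15 min compound preincubation; discontinuous kinetic read over 2 h at RT.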
JMJD2E inh – inhibitors of human JMJD2E histone demethylase; B2RXH2; JMJD2E catalytic domain, FDH-coupled NADH fluorescence (FDH is formaldehyde dehydrogenase); Potency, µM (top dose mostly 57.1 µM), without a hit: at the top dose activity change, negative = inhibition, actives largely listed as inhibitors; 230,000 tested, 1.6% active; AID 2147; active = well fitted inhibition curve with a large enough effect, not every such curve was filed as active; inconclusive = small, poorly fitted or top-dose-only effect, or another doubt; inactive = no such curve, though single readings can be large or run the other way;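 also: 0% = wells with enzyme and -100% = buffer wells without enzyme; nearly all actives have a fitted effect of over 50% in size; many of its hits are not listed in these tables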
L3MBTL1 block – blocks human L3MBTL1; AlphaScreen L3MBTL1–H3K9me1 peptide binding; Q9Y468; Potency, µM (titrated, usually from 57.1 µM), for the others: at the top dose activity, negative = inhibition, hits mostly inhibitors; 230,000 tested, 0.66% active; also: nearly all actives have a fitted effect of over 60% in size
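L3MBTL1 (50 nM) pre-complexed 30 min with biotinylated H3(1-15)K9me1 peptide (75 nM), then compounds added for 30 min at room temperature; AlphaScreen streptavidin donor/nickel chelate acceptor beads (10 ug/mL final) read after 30 min dark incubation.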
TRb SRC2 PPI – TRbeta-SRC2 interaction inhibition; 280,000 tested, 0.065% active; TRbeta-SRC2 peptide binding, fluorescence polarization; receptor liganded with 1 µM T3; Potency, µM (top dose mostly 106 µM), for inactives: at the highest dose activity change, negative = inhibition, usual class: inhibitors; P10828;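 also: plate controls were bound peptide for no effect and peptide without receptor for full effect; nearly all actives have a fitted effect of over 50% in size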
Target sequence (P10828 whole entry, looked up): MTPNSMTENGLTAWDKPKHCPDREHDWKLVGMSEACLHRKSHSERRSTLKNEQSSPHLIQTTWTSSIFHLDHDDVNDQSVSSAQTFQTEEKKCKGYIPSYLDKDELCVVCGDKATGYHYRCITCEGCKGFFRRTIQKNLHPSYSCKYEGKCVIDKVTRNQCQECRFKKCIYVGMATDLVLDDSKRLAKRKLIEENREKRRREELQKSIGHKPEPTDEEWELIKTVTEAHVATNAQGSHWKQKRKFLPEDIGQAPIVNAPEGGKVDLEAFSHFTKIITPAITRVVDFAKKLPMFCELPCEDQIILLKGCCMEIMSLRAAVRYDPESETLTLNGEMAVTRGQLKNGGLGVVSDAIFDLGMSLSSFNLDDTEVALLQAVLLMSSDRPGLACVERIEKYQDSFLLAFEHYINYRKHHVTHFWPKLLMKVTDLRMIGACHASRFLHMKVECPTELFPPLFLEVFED
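Each compound concentration gave % activity, normalized to unbound and bound Texas Red SRC2 controls, from polarization read after 5 hr ambient incubation with T3-loaded human TRb LBD.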
RGS12 GoLoco inh – inhibitors of human Gai1-RGS12 GoLoco interaction (red fluorophore). Potency, µM (highest dose often 61.6 µM), without a hit: at the highest dose activity, negative = inhibition, hits mostly inhibitors. 230,000 tested, 0.44% active. Gai1:RGS12 GoLoco peptide FP, rhodamine, 10 min; active = well fitted inhibition curve with a large enough effect, not every such curve was filed as active; inactive = no such curve, though single readings can be large or run the other way; also: nearly all actives have a fitted effect of over 30% in size; many of its hits are not listed in these tables
Target sequence (P63096 whole entry, looked up): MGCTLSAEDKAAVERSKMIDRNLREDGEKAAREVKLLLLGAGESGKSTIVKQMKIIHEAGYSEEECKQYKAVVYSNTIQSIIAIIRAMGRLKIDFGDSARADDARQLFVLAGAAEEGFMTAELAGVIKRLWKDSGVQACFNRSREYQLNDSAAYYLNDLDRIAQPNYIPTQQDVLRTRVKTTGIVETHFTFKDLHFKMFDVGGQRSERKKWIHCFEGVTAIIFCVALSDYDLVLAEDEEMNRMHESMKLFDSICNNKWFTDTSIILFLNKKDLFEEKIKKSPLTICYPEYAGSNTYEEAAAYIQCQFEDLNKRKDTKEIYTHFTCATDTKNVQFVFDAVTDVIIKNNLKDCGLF
TR SRC2 fluor cs – Texas Red fluorescence interference in TRb-SRC2 counter-screen; TRb/SRC2 Texas Red total fluorescence interference; 280,000 tested, 0.29% active; AID 1479; Potency, µM (titrated, usually from 106 µM), without a hit: at the highest dose fluorescence change, negative = quenching; active = well fitted curve in either direction with a large enough effect; inconclusive = small, poorly fitted or top-dose-only effect
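Human TRb ligand-binding domain at 0.6 uM with 20 nM Texas Red SRC2 peptide in Tris buffer containing 1 uM T3 and 5% DMSO, incubated with compound 5 h at ambient temperature. Total fluorescence (555/632 nm) calculated as parallel + 2 × perpendicular.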
Tau fibril ThT – tau fibrillization inhibition (ThT binding). recombinant tau K18 P301L (four-repeat tau fragment), heparin-induced fibrillization, ThT fluorescence. AID 1460. 270,000 tested, 2.1% active. P10636. Potency, µM (top dose mostly 57.4 µM), for the others: at the highest dose activity, negative = inhibition, usual class: inhibitors; also: nearly all actives have a fitted effect of over 55% in size
Target sequence (P10636 561-689 P618L limits assumed): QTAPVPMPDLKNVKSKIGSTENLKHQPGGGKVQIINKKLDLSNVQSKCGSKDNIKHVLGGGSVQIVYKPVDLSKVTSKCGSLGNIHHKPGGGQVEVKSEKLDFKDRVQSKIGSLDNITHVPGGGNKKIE
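K18 P301L tau (15 uM + 0.24 uM Alexa 594-tagged), heparin 20 uM, NaOAc pH 7, 6 h 37 C; ThT 30 uM, 1 h RT, ex 450/em 510 nm.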
Tau FP inhib – inhibitors of human tau fibril formation; P10636; K18 P301L tau heparin fibrillization, Alexa594 FP, 6 h; Potency, µM (top dose mostly 57.7 µM), without a hit: at the highest dose activity, negative = inhibition, actives largely listed as inhibitors; 280,000 tested, 0.39% active; also: nearly all actives have a fitted effect of over 55% in size
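Human K18 P301L fragment (15 uM unlabeled plus 0.24 uM Alexa 594-labeled) in 100 mM sodium acetate pH 7 with compound, aggregation induced by 20 uM heparin for 6 hr at 37 C. ThT (30 uM) added for 1 hr, then Alexa 594 FP read.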
* marks the source's active call; other numbers are inactive results; i = inactive; ? = inconclusive; . = no result given; [ ] = remark or other dose. Unless noted, calls follow the shape of the dose curve; as a rule, active = well fitted curve in the direction sought with a large enough effect; inconclusive = small, poorly fitted or top-dose-only effect, or another doubt; inactive = no such curve, though single readings can be large; an effect the other way counts as inactive or inconclusive. Unless noted, % is scaled to controls: 0 for no effect and ±100 for the full control effect; potency is read from the fitted curve at half-maximal effect. The list is partial. The share of hits here may be higher or lower than overall.

SMILES | RECQ1 inh | JMJD2E inh | L3MBTL1 block | TRb SRC2 PPI | RGS12 GoLoco inh | TR SRC2 fluor cs | Tau fibril ThT | Tau FP inhib
COc1ccc2c(C)cc(SCC(=O)N3CCOCC3)nc2c1 | -5% | -21% | 0% | -5% | 40%[activator] | -5% | -11% | 5%
COc1ccc(S(=O)(=O)N2CCN(c3c(C)cccc3C)CC2)cc1OC | 9% | -3% | -6% | 5% | -11% | 1% | -5% | -6%
CCOC(=O)c1ccc(N=C2NC(=O)CS2)cc1 | -1% | 2% | 2% | -4% | 23% | -7% | -13% | 10%
COc1ccccc1-c1coc2cc(OC(=O)N3CCOCC3)ccc2c1=O | -6% | -4% | 1% | -4% | 1% | -3% | -5% | -8%
CC1=C(C(=O)N2CCN(C(=O)c3ccco3)CC2)C2(CCC(C)CC2)OC1=O (stereo unspecified) | -2% | 10% | 31%[activator] | -1% | 3% | 0% | -2% | 8%
Cc1c(C=C2C(=O)c3ccccc3C2=O)cc(C#N)n1C | -12% | -3% | 0% | -4% | 3% | -5% | -19% | 5%
COc1ccccc1C(=O)CSc1ccccn1 | -3% | 3% | 3%[11.4 µM] | -6% | -5% | -4% | -2% | -6%
CC(C)NC(=O)c1ccc(-c2ccc(Cl)c(C(F)(F)F)c2)o1 | -3% | ? | . | 4% | -7% | -1% | -9% | -15%
CCOc1ccc(N2C(N)=NC(N)=NC2(C)C)cc1 | i | -5% | -1% | 2% | -3% | -5% | -3% | 1%
O=C(CCO)c1ccc(O)cc1 | 25µM* | ? | 3.5µM* | -1% | -13% | 0% | -14% | 0%
CC(C)c1ccc(NC(=O)C2CCCN2S(=O)(=O)c2ccc3nc(-c4ccccc4)[nH]c3c2)cc1 (stereo unspecified) | . | . | . | 6% | . | -2% | 9% | 14µM*
Clc1ccccc1-c1cc(COc2ccc3ccccc3c2)no1 | -15% | -21% | 17% | -2% | -3% | -6% | -9% | -1%

Random excerpt: 2 compounds from above
SMILES | RECQ1 inh | JMJD2E inh | L3MBTL1 block | TRb SRC2 PPI | RGS12 GoLoco inh | TR SRC2 fluor cs | Tau fibril ThT | Tau FP inhib
COc1ccccc1-c1coc2cc(OC(=O)N3CCOCC3)ccc2c1=O | -6% | -4% | 1% | -4% | 1% | -3% | -5% | -8%
COc1ccccc1C(=O)CSc1ccccn1 | -3% | 3% | 3%[11.4 µM] | -6% | -5% | -4% | -2% | -6%

Next part
SMILES | RECQ1 inh | JMJD2E inh | L3MBTL1 block | TRb SRC2 PPI | RGS12 GoLoco inh | TR SRC2 fluor cs | Tau fibril ThT | Tau FP inhib
Cn1cccc1Cc1nnc(SCC(=O)NCc2ccco2)n1-c1ccc(F)cc1 | 4% | ? | -20% | -9% | 11% | -2% | ? | 0%
COCCNC(=O)CCSCc1ccccc1F | i | -2% | . | 0% | 0% | 1% | 12% | 12%
Cc1ccc(S(=O)(=O)c2nnn3c2nc(NCc2cccs2)c2sccc23)cc1C | . | . | . | 0% | . | -1% | 12% | ?
O=C(NC(=S)NCc1cccnc1)c1ccccc1 | -17% | 6% | 4% | 10% | 11% | 2% | 5% | 6%
Cc1c(-c2n[nH]c(=S)n2-c2ccc(C(F)(F)F)cc2)nnn1-c1ccccc1 | 0% | -6% | 5% | 3% | 0% | 1% | -1% | 2%
CCCCNC(=O)c1c(C)oc2ncn(CC(C)C)c(=O)c12 | . | . | . | -22% | . | ? | -5% | -4%
CCOC(=O)C1(CCCc2ccccc2)CCN(C(=O)CN2CCOC2=O)CC1 | -7% | -2% | 2% | 8% | 8% | 0% | -9% | -10%
CCCCN1CCc2c([nH]c3c(C)cccc23)C1=O | -3% | ? | -12% | 5% | 1% | 1% | 1% | 8%
CC(C)(C)c1cc(CCC(=O)NN)cc(C(C)(C)C)c1O | -5% | 26% | . | -22% | 5% | 0% | -7% | -5%
CCN(CC)S(=O)(=O)c1ccc(N2CCCC2)c(NC(=O)C2CCCCC2)c1 | -2% | -6% | . | 1% | 4% | 1% | . | -2%
O=C1OCCC1Sc1nnc(-c2cccnc2)n1-c1ccccc1F (stereo unspecified) | -1% | 3% | -15% | -2% | 8% | -2% | -2% | -3%
CCC(C)NC(=O)Cn1c(=O)n(-c2ccccc2)c(=O)c2ccc(C(=O)NCc3ccco3)cc21 (stereo unspecified) | i | 1% | -4% | -5% | 11% | -3% | 4% | 1%
CCOC(=O)c1scc(-c2ccc(C)cc2)c1S(=O)(=O)Nc1cccc(CC)c1 | . | . | . | -7% | . | -16% | -14% | 0%
COc1ccc(CC2S/C(=C(\C#N)C(=O)NCc3ccco3)N(c3ccc(C)cc3)C2=O)cc1 (stereo unspecified) | -3% | ? | . | 3% | 2% | -3% | -14% | -4%
O=C(/C=C/c1ccc(O)cc1)OCc1occc(=O)c1O[C@@H]1OC(CO)[C@@H](O)[C@H](O)[C@@H]1O (stereo partly specified) | -1% | 0% | -5% | 2% | 5% | -2% | -5% | 3%
COc1ccc(C(c2c(NC(=O)c3ccccc3)sc(C)c2C)N2CCN(CCO)CC2)cc1 (stereo unspecified) | 3% | -2% | -17% | 9% | 3% | -1% | 7% | -2%
CNS(=O)(=O)c1cccc(C(=O)OCc2cc(Cl)cc3c2OCOC3)c1 | -6% | 2% | -3% | -1% | 9% | -4% | -22% | 3%
Cc1cc(SCC#N)n2nc(C)c(-c3ccc(Cl)cc3)c2n1 | -10% | 7% | . | -1% | 3% | -2% | -8% | -7%
Cc1ccc2c(Cl)c(C(=O)NCC3CCCO3)sc2c1 (stereo unspecified) | 1% | 3% | 4% | 2% | 3% | -3% | -14% | 7%
CC(NS(=O)(=O)c1ccccc1)C(c1cccs1)N1CCOCC1 (stereo unspecified) | -1% | -4% | 2% | 4% | -2% | 2% | 1% | 7%
O=C(CSc1nnc(CCCO)n1-c1ccccc1)NCCc1ccccc1 | -5% | 7% | -11%[11.4 µM] | 7% | 4% | 0% | 5% | 8%
N#C/C(=C\Nc1ccccc1SC(F)(F)F)c1nc(-c2ccccc2)cs1 | -10% | -9% | -2% | 5% | 4% | -3% | 4% | ?
CCOc1ccccc1N(CC(=O)Nc1ccccc1C(=O)O)S(C)(=O)=O | 4% | -8% | 11% | 5% | -2% | -3% | -5% | 4%
COC(=O)c1ccc(-c2nc3ccccc3[nH]2)cc1 | 3% | ? | 4% | 6% | 4% | -6% | 6% | -2%
O=[N+]([O-])c1cccc(CSc2ncnc3ccccc23)c1 | -15% | -7% | ? | 2% | 5% | -2% | ? | -2%
O=C(COC(=O)c1cccnc1)Nc1cccc(Cl)c1 | i | -7% | 2% | -3% | 10% | -5% | -1% | 3%
CCOc1ccc(C(=O)Nc2ccc(S(=O)(=O)N3CCCCC3c3cccnc3)cc2)cc1 (stereo unspecified) | . | . | . | 7% | . | -13% | 3% | -3%
COc1ccc(-c2nc3ccc(NS(C)(=O)=O)cc3o2)cc1 | . | . | . | -2% | . | 6% | 1% | 0%
COc1ccc(O[C@H]2C=C[C@@H](c3ccccc3)O[C@H]2COC(=O)CC/C(C)=N\OC[C@@H](C)[C@H](OCc2ccccc2)C(C)C)cc1 | i[11.5 µM] | . | . | 0%[11.2 µM] | . | -2%[11.2 µM] | -8%[11.5 µM] | -3%[11.6 µM]
COCCn1c(-c2ccc(-c3ccc([N+](=O)[O-])cc3Br)o2)nc2c1c(=O)[nH]c(=O)n2CC(C)C | -23% | ? | -6% | -7% | 13% | -2% | ? | 8%
O=C(NC(=S)NCc1ccccc1)c1ccccc1 | i | -4% | -6% | 9% | -14% | 0% | -6% | -9%
CCN(CC)CCNC(=O)CCCNC(=O)Cn1cnc2sc(C)c(C)c2c1=O | i | 0% | 50%[activator] | -3% | -23% | -2% | 15% | 2%
Cn1c(SCC(=O)NCc2cccs2)nnc1-c1ccc(S(=O)(=O)N2CCCC2)cc1 | 0% | -3% | 0% | -2% | 3% | 0% | -3% | -1%
CCOC(=O)C1CCN(C(=S)Nc2cc(C)ccc2C)CC1 | i | 2% | 8% | 3% | 4% | 1% | -4% | -4%
O=C(CCCNS(=O)(=O)c1cccc2nsnc12)NCCN1CCN(c2ccccc2F)CC1 | -1% | -3% | . | 0% | -7% | 0% | -1% | 1%
COc1ccc(NC(=O)Cn2c(=O)n(Cc3nc(-c4ccccc4)no3)c(=O)c3cc4c(cc32)OCO4)cc1Cl | . | . | . | -7% | . | -1% | 8% | ?
CCCCN(CC)CCCNC(=O)c1sc2nc(C)cc(C)c2c1-n1cccc1 | . | . | . | -3% | . | 1% | -17% | 8%
Cc1ccc(-n2ncc3c(N4CCN(Cc5ccccc5)CC4)ncnc32)cc1C | . | . | . | -1% | . | -2% | ? | 8%
NC(CO)(CO)COCc1ccccc1 | -3% | 35%[activator] | -1% | 3% | 3% | -5% | 0% | -4%
CCN(CC)S(=O)(=O)c1cc([N+](=O)[O-])ccc1N1CCC(C(N)=O)CC1 | -7% | 11% | . | -5% | 4% | -6% | -5% | 8%
CC1=C(C(=O)OCc2ccccc2)C(c2ccsc2)NC(=O)N1C (stereo unspecified) | i | -25% | -1% | 6% | 4% | -2% | -7% | -6%
COc1ccc(CNC(=S)N/N=C(/C)c2ccccc2)cc1 | -7% | ? | ? | 2% | 8% | -2% | -3% | 9%
CCC(C)NC(=O)CS(=O)(=O)Cc1nc(-c2cccc(OC)c2)oc1C (stereo unspecified) | -15% | -5% | 4% | -19% | -8% | 2% | 0% | 0%
O=C(O)C1Cc2ccccc2CN1C(=O)COc1ccc(Br)cc1 (stereo unspecified) | -3% | -6% | . | 3% | 4% | 0% | -1% | -3%
CN(Cc1ccccc1)C(=O)C(C(=O)c1ccc(F)cc1)n1cc(Cl)ccc1=O (stereo unspecified) | -17% | 0% | . | -5% | 3% | 1% | -1% | -4%
Clc1ccc(Nc2ncnc3c2cnn3-c2ccccc2)cc1 | -14% | ? | 5% | -3% | -12% | -4% | ? | ?
COc1ccccc1-n1cc(C(=O)NCC(=O)N2CCN(c3ccccc3)CC2)c2ccccc2c1=O | 10% | -12% | -2% | 0% | 0% | -1% | -2% | 5%
Cc1cccc(Nc2ncc3c(n2)CC(c2ccco2)CC3=O)c1 (stereo unspecified) | ? | ? | -6% | -5% | -7% | 3% | -14% | 4%
CC1CC(C)(C)CC2(C1)NC(=S)N(c1ccccc1)N2 (stereo unspecified) | -6% | ? | . | -2% | 11% | 2% | -20% | -2%
